CYP2C9 activ – increases human cytochrome P450 2C9 activity | P11712 | recombinant CYP2C9, luciferin-H conversion, luminescence; active compounds read high; factor 1 = untreated enzyme, 0 = blocked | activation factor at 5 µM | actives 1.4% (n = 96,000);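 active = activation factor of 2 or more for CYP2C9 at a 5 µM dose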;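 also: 0 = sulfaphenazole-blocked wells and 1 = vehicle-only wells; values of inactives mirror those of a sister screen read the other way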
LYP inh 2 – inhibitors of human LYP (PTPN22) phosphatase. recombinant LYP catalytic domain, DiFMUP fluorescence. Q9Y2R2. actives 0.21% (n = 96,000). AID 640. inhibition, % at 2 µM;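 active = inhibition at 2 µM at or above a set limit, the screen mean plus 3 SD, cut at about 24% in these data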;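 also: 0% = DMSO with enzyme and 100% = enzyme fully blocked by orthovanadate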
Calb biofilm kill – kills Candida albicans biofilms. C. albicans biofilm + clotrimazole, Alamar Blue. inhibition, % at 6 µM. actives 0.14% (n = 85,000);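 active = inhibition above 20%; inactive = inhibition below 20%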;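 also: preformed 24 hr biofilms exposed to compound for 48 hr; 0% = biofilm without compound and 100% = blank killed by clotrimazole plus chlorhexidine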
PLK1 kinase inh – blocks human PLK1 kinase activity. recombinant PLK1 kinase, TR-FRET peptide phosphorylation. inhibition, % at 10 µM. actives 0.53% (n = 97,000). AID 619;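 active = inhibition of 50% or more in the single-concentration screen; inactive = inhibition below 50%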;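 also: 0% = DMSO max control and 100% = H-89 dihydrochloride min control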
Plk1 PBD FP – inhibitors of human Plk1 polo box domain binding | P53350 | Plk1 PBD phosphopeptide binding, fluorescence polarization | inhibition, %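 (tested at about 20 µM)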 | actives 0.13% (n = 97,000) | AID 693; in the data active = inhibition above about 34%, passing the limit was not always enough
Rev-RRE block – inhibitors of HIV-1 Rev-RRE RNA interaction; Rev peptide-RRE RNA binding, FRET; actives 0.79% (n = 97,000); inhibition, % at 8 µM;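 active = inhibition above the screen-wide mean plus 3 SD, cut at about 35% in these data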;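 also: 0% = median DMSO wells and 100% = median Neomycin B control wells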
Target sequence (P05866 whole entry, looked up): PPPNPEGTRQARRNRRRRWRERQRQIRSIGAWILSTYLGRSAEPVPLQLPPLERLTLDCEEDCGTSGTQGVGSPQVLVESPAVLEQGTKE
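assay system = Cy5-tagged RRE RNA duplex with fluorescein-tagged Rev peptide | incubation = 5 + 15 min at 25 °C | also added = labelled Rev peptide | measure = % inhibition of FRET ratio versus controls | benchmarks = DMSO wells as 0% and neomycin B wells as 100% inhibition | measured by = FRET fluorescence readout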
EphB4 ephrin blk – antagonists of human EphB4-ephrin-B2 interaction | P54760 | EphB4 LBD / TNYL-RAW-Alexa532 peptide, fluorescence polarization | inhibition, % at 7 µM | actives 0.15% (n = 97,000) | AID 720;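 active = inhibition above the screen-wide mean inhibition plus 3 SD, cut at about 15% in these data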;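 also: 0% = DMSO wells and 100% = excess unlabeled TNYL-RAW peptide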
Target sequence (P54760 whole entry, looked up, the tested form may be a part): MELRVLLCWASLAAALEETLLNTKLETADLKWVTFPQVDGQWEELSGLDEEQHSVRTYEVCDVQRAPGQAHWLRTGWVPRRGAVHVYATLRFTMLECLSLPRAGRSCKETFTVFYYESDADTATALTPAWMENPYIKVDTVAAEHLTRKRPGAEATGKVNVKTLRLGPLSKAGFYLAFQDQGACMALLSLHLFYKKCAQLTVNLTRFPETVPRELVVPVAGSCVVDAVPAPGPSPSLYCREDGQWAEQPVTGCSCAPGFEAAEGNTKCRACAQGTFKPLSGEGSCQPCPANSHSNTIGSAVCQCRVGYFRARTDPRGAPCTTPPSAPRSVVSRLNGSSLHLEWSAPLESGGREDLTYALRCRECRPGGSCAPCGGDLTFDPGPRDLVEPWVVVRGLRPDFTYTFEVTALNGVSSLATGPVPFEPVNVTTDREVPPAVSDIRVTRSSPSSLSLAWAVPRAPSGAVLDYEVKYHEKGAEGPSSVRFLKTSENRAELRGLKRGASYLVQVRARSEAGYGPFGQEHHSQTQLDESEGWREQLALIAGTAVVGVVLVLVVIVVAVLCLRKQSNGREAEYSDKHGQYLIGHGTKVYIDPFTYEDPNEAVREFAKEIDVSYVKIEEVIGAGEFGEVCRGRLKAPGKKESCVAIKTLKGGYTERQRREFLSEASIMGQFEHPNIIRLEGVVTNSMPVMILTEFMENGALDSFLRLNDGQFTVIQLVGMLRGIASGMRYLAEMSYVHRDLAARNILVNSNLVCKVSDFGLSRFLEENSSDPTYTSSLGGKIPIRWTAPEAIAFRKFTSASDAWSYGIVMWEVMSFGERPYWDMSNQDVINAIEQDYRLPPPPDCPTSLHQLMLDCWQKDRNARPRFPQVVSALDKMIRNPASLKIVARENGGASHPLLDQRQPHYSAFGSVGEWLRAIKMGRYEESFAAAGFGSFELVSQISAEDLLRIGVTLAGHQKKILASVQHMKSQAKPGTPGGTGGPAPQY
PTPN22 act – increases human PTPN22 phosphatase activity; Q9Y2R2; activation, % at 2 µM; recombinant LYP, DiFMUP fluorescence; 0 = plate median, 100 = signal doubled; actives 0.11% (n = 96,000); AID 697;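 active = activation at 2 µM above a set limit, the mean plus 5 SD, cut at about 37% in these data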
CYP2C9 inh – blocks human cytochrome P450 2C9. inhibition, % at 5 µM. CYP2C9 Supersomes, luciferin-H conversion, luminescence. actives 20% (n = 96,000). P11712;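 active = blocking of liver enzyme CYP2C9 beyond about 50% at 5 µM, limit read from the data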; also: values of inactives mirror those of a sister screen read the other way
Starred values were filed as active, the others as inactive; / = not tested or not shown.

#	Compound	CYP2C9 activ	EphB4 ephrin blk	Calb biofilm kill	PTPN22 act	Rev-RRE block
1	Clc1ccc(-c2noc(CSc3nnc(-c4ccncc4)n3-c3ccccc3)n2)cc1	0.3	-3	5	-3	7
2	O=C(NCc1cccnc1)c1ccc(Cl)c(Cl)c1	0.9	-2	4	15	5
3	COc1ccc(CNc2oc(COc3ccccc3Cl)nc2C#N)cc1	0.5	5	-4	0	7
4	CSc1ncccc1C(=O)OCC(=O)NC1CCS(=O)(=O)C1 (stereo not drawn)	1.1	7	10	0	4
5	CN(Cc1ccccc1)S(=O)(=O)c1ccc(S(=O)(=O)N(Cc2ccc(F)cc2)C2CCCC2)cc1	0.4	2	5	-10	11
6	O=C1CC(SCc2nc3ccccc3[nH]2)C(=O)N1c1cccc(Cl)c1 (stereo not drawn)	0.6	5	4	2	3
7	O=C(NCC(=O)N(Cc1ccco1)C(C(=O)NC1CCCC1)c1cccnc1)c1cccs1 (stereo not drawn)	0.1	5	-3	-2	6
8	CCc1ccc2[nH]c(=O)c(CN(CCCN3CCOCC3)C(=O)Nc3cccc(Cl)c3)cc2c1	0.8	-2	0	9	-1
9	Cc1[nH]n(-c2ccccc2)c(=O)c1-c1cccc(Cl)c1	0.3	0	-4	-4	6
10	CCc1ccc2c(c1)C(C)=CC(C)(C)N2	0.7	4	4	1	4
11	Cc1cc(=O)oc2c3c4c(cc12)OCCN4CCC3	/	0	5	2	26
12	COc1ccc(Br)cc1CN1CCCC(C(=O)N2CCCCC2)C1 (stereo not drawn)	1	2	-2	-7	7
13	COc1ccc(-c2c(C#N)c(SCc3c(C)noc3C)nc3c2C(=O)CC(C)(C)C3)cc1	0.6	-5	/	10	7
14	CC(C)C12CN3CC(C(C)C)(CN(C1)C31C(=O)Nc3ccccc31)C2=O (stereo not drawn)	1.1	-8	5	2	-3
15	CCOc1ccc(NC(=O)CCNS(=O)(=O)c2cccs2)cc1	1.5	-1	5	9	6

#	LYP inh 2	PLK1 kinase inh	CYP2C9 inh	Plk1 PBD FP
1	2	-5	72*	-11
2	-11	33	11	-11
3	2	-36	47	7
4	0	-13	-10	-10
5	11	-10	58*	1
6	-1	-8	40	-6
7	0	-6	86*	-3
8	-12	30	23	5
9	7	-13	71*	11
10	-9	-8	31	10
11	-2	-12	/	-1
12	7	-5	4	-23
13	-6	-8	43	-35
14	-4	-2	-14	-12
15	-6	6	-46	-45

Some of the entries so far, tab-delimited:
cpd	SMILES	CYP2C9 activ	EphB4 ephrin blk	Calb biofilm kill	PTPN22 act	Rev-RRE block	LYP inh 2	PLK1 kinase inh	CYP2C9 inh	Plk1 PBD FP
5	CN(Cc1ccccc1)S(=O)(=O)c1ccc(S(=O)(=O)N(Cc2ccc(F)cc2)C2CCCC2)cc1	0.4	2	5	-10	11	11	-10	58*	1
6	O=C1CC(SCc2nc3ccccc3[nH]2)C(=O)N1c1cccc(Cl)c1 (stereo not drawn)	0.6	5	4	2	3	-1	-8	40	-6
7	O=C(NCC(=O)N(Cc1ccco1)C(C(=O)NC1CCCC1)c1cccnc1)c1cccs1 (stereo not drawn)	0.1	5	-3	-2	6	0	-6	86*	-3
8	CCc1ccc2[nH]c(=O)c(CN(CCCN3CCOCC3)C(=O)Nc3cccc(Cl)c3)cc2c1	0.8	-2	0	9	-1	-12	30	23	5
9	Cc1[nH]n(-c2ccccc2)c(=O)c1-c1cccc(Cl)c1	0.3	0	-4	-4	6	7	-13	71*	11
10	CCc1ccc2c(c1)C(C)=CC(C)(C)N2	0.7	4	4	1	4	-9	-8	31	10
11	Cc1cc(=O)oc2c3c4c(cc12)OCCN4CCC3	/	0	5	2	26	-2	-12	/	-1
12	COc1ccc(Br)cc1CN1CCCC(C(=O)N2CCCCC2)C1 (stereo not drawn)	1	2	-2	-7	7	7	-5	4	-23
13	COc1ccc(-c2c(C#N)c(SCc3c(C)noc3C)nc3c2C(=O)CC(C)(C)C3)cc1	0.6	-5	/	10	7	-6	-8	43	-35
14	CC(C)C12CN3CC(C(C)C)(CN(C1)C31C(=O)Nc3ccccc31)C2=O (stereo not drawn)	1.1	-8	5	2	-3	-4	-2	-14	-12
15	CCOc1ccc(NC(=O)CCNS(=O)(=O)c2cccs2)cc1	1.5	-1	5	9	6	-6	6	-46	-45

(continued)
#	Compound	CYP2C9 activ	EphB4 ephrin blk	Calb biofilm kill	PTPN22 act	Rev-RRE block
16	Cc1cc2c(cc1C)-c1nnc(-c3ccc4ccccc4n3)n1C(C)(C)C2	1	-4	5	4	11
17	Cc1ccc(NC(=O)N2CCCC2C(=O)NCCc2ccccc2)cc1 (stereo not drawn)	0.9	-3	4	0	4
18	CCCCn1c(-c2ccccc2)cnc1SCC(=O)NCCc1ccc(OC)c(OC)c1	0.1	-5	/	/	0
19	COCCNC(=O)c1onc(CSc2ccc(C)c(C)c2)c1C(=O)O	0.8	2	/	-3	1
20	N#Cc1c(N)n(CCOC(=O)c2cccc(Br)c2)c2nc3ccccc3nc12	1	0	-1	-8	25
21	CCCN(CCO)Cc1ccc(Br)cc1	1.1	8	0	-11	4
22	CN(C)CC(O)COc1cccc(OCC(O)CN(C)C)c1 (stereo not drawn)	1.1	-3	/	-6	-1
23	COCP(=O)(c1ccccc1)c1ccccc1	1	-1	4	7	8
24	O=C(Cc1ccc(S(=O)(=O)N2CCOCC2)s1)Nc1nc2c(s1)CCCC2	0.6	9	4	-6	20
25	C/C(=N\OC(=O)c1ccccc1)c1cc(-c2ccc(Cl)cc2)no1	1	-3	/	-12	7
26	CCOc1ccc(NS(=O)(=O)c2ccc(NC(C)=O)c(OC)c2)cc1	0.7	-1	/	2	4
27	COc1ccc(-c2cc(C(=O)Nc3cnn(Cc4ccccc4C)c3)no2)cc1OC	0.8	-2	/	-3	2
28	Cc1ccc(NC(=O)CSc2nnc(-c3ccc(S(=O)(=O)N4CCCC4)cc3)o2)cc1C	0.5	1	1	2	10
29	CC(C)Oc1ccc(C2c3c(oc4ccccc4c3=O)C(=O)N2CCCN2CCOCC2)cc1 (stereo not drawn)	0.5	1	5	-5	11
30	N#C/C(C(=O)N1CCCCC1)=C1\Nc2ccccc2S1	0.9	8	3	-2	4

#	LYP inh 2	PLK1 kinase inh	CYP2C9 inh	Plk1 PBD FP
16	-2	-3	-4	-14
17	-2	-19	14	-27
18	/	-4	90*	-8
19	6	-9	24	15
20	10	13	3	0
21	11	-7	-15	-22
22	5	-20	-14	5
23	-4	-3	-1	-22
24	9	7	39	14
25	14	-8	-4	-22
26	-3	-10	25	-22
27	3	-12	16	15
28	-3	-14	54*	20
29	4	-6	51*	-5
30	1	-10	13	-28

Further entries follow.
#	Compound	CYP2C9 activ	EphB4 ephrin blk	Calb biofilm kill	PTPN22 act	Rev-RRE block
31	COc1ccccc1N(CC(=O)NC1CCCC1)C(=O)CCC(=O)Nc1cc(C)on1	0.3	5	11	0	4
32	O=S(=O)(Nc1cccnc1)c1cc(Cl)ccc1Cl	0.9	8	7	-2	9
33	CCOc1ccc(Nc2nc3c(c(=O)[nH]2)CCC3)cc1	0.8	-1	0	6	6
34	O=S(=O)(c1ccccc1)c1cnc(-c2cccnc2)nc1-c1ccc(Cl)c(Cl)c1	0.4	12	/	0	2
35	Cc1cc2cc(CN(CCN3CCOCC3)C(=O)Nc3ccccc3F)c(=O)[nH]c2cc1C	0.9	1	4	11	0
36	COCCNC(=O)c1cn(C)c2ccc(S(=O)(=O)N(C)C3CCCCC3)cc2c1=O	0.7	1	-4	/	9
37	NC(=O)C1CCN(c2oc(-c3ccccc3F)nc2S(=O)(=O)c2ccc(Cl)cc2)CC1	0.7	-2	14	-9	8
38	Cc1nc(NC(=O)c2ccc(Br)o2)sc1C	0.9	-11	5	-3	1
39	Cc1cc(C)nc(SCC2COc3ccccc3O2)n1 (stereo not drawn)	0.8	1	2	-3	2
40	Oc1ccc(Cl)cc1C1=NCCNC(C(F)(F)C(F)F)=C1	1	-2	5	-6	-1
41	CC1(C)C(c2cccs2)=NC(c2ccccc2)N1O (stereo not drawn)	0.9	7	6	8	10
42	CC(C)COC(=O)c1cc(-c2ccc(/C=N/n3cnnc3)o2)ccc1Cl	0.6	1	3	-11	5
43	O=C(Cc1ccccc1)N1CCC(c2nc3ccccc3[nH]2)CC1	0.7	1	9	16	3
44	O=c1[nH]c(NC2CCCCC2)nnc1Cc1ccccc1	0.9	-13	1	6	10
45	COc1ccc(C2CN=NC23CCCc2ccccc2C3=O)cc1 (stereo not drawn)	0.5	-2	/	4	6

#	LYP inh 2	PLK1 kinase inh	CYP2C9 inh	Plk1 PBD FP
31	3	-1	65*	-6
32	6	-10	5	27
33	-7	-11	21	1
34	1	-15	64*	-30
35	-14	-14	12	8
36	/	62*	32	-10
37	5	-15	29	8
38	4	-1	10	-3
39	0	-4	17	-40
40	5	-6	3	16
41	-6	-3	13	12
42	8	-11	38	7
43	-13	-12	32	20
44	-6	-9	7	-2
45	0	-10	48	10

(next part)
#	Compound	CYP2C9 activ	EphB4 ephrin blk	Calb biofilm kill	PTPN22 act	Rev-RRE block
46	COc1ccccc1C1SCCN1S(=O)(=O)c1cccc(C(F)(F)F)c1 (stereo not drawn)	1.6	-12	3	7	8
47	C=CCOc1ccc2nc(NC(=O)OC)[nH]c2c1	1.3	-6	5	1	2
48	CCOc1ccc(-n2ccnc2SCC(=O)Nc2nnc(C)s2)cc1	0.8	-4	0	4	1
49	CC1CCCCN1Cc1ccc(N)cc1 (stereo not drawn)	/	0	8	-16	4
50	CSc1oc(-c2ccc(F)cc2)nc1S(=O)(=O)c1ccc(F)cc1	1.2	-6	1	-7	3
51	NCCOc1ccccc1Cc1ccccc1	0.8	-3	3	10	-1
52	COc1cccc(C2NC(=O)NC(C)=C2C(=O)Nc2cccc(C)c2C)c1 (stereo not drawn)	1	13	6	0	9
53	O=C(c1ccc(F)cc1)c1ccc(N2CCCC2)cc1	1	-9	3	-5	9
54	Cc1ccc(NC(=O)CSC2=C(C#N)C(c3ccco3)C3=C(CC(C)(C)CC3=O)N2)cc1 (stereo not drawn)	0	-6	0	0	10
55	CCN1CNC(=S)N(c2cccc(C)c2C)C1	0.9	3	6	-12	3
56	O=C(CS(=O)CC(=O)Nc1ccc(Cl)cc1)NCC1OCCc2ccccc21 (stereo not drawn)	0.8	1	-3	-2	2
57	CCC(=O)NCCc1nc2ccccc2[nH]1	1	5	1	0	7
58	COc1ccc(Br)cc1CNCCSc1nnnn1C	0.5	-2	6	5	5
59	O=C1C(=O)N(CCO)C(c2cccc(F)c2)/C1=C(\O)c1ccc(Cl)cc1 (stereo not drawn)	0.9	8	9	-2	6
60	O=S1(=O)c2ccccc2N=NN1Cc1cc(Cl)cc(Cl)c1	0.5	-2	1	-2	9
61	CCC(=O)Nc1cccc(-c2cn3ccsc3n2)c1	1.5	-1	11	4	5

#	LYP inh 2	PLK1 kinase inh	CYP2C9 inh	Plk1 PBD FP
46	-8	-6	-63	51*
47	2	5	-29	1
48	-7	-5	21	-14
49	18	-11	/	-5
50	3	-28	-23	0
51	-12	1	22	-23
52	1	1	2	-5
53	3	-9	4	-18
54	-2	-10	96*	6
55	14	-6	11	-11
56	0	-14	16	7
57	1	-1	2	-21
58	-5	-10	55*	-9
59	0	-25	10	15
60	0	-9	54*	37
61	-4	-1	-52	11
